Bioassay records (PubChem)
Large T inhibition = TAg ATPase/helicase activity blockers – biochemical (AID 1903). SV40 large T antigen ATPase/helicase inhibition assay; higher % means a stronger effect. one-dose inhibition, % at 20 µM; IC50 in µM for titrated hits. hit rate 0.39% among 310,000; in the data active means a potency from the dose series; inconclusive means inhibition mostly from about 32% at the one dose, without a potency; inactive means the rest, 99 in 100 with inhibition below about 32%; further: strong numbers were not always called active
GPR55 antagonists = inhibition of LPI-stimulated GPR55 beta-arrestin translocation – imaging, U2OS, beta-arrestin-GFP, LPI agonist, primary screen (AID 2013). U2OS GPR55 beta-arrestin-GFP translocation imaging, LPI antagonism; higher % means a stronger effect. hit rate 0.13% among 290,000. one-dose inhibition, % at 10 µM; IC50 in µM for titrated hits;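 active means spots per cell inhibited over 60%, with over 100 cells counted and total cytoplasm intensity under 500,000; inconclusive means wells with under 100 cells, flagged as likely toxic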;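 further: U2OS cells stably carrying GPR55 and arrestin-GFP stimulated by 5 µM LPI near EC80; imaged beta-arrestin-GFP aggregate spots per cell after agonist stimulation; plate controls were LPI-stimulated DMSO wells for no effect and DMSO wells without LPI for full effect; some results filed as inactive read as strong as hits; confirmed hits need IC50 under 10 µM and bright autofluorescent wells are also inconclusive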
GPR55 beta-arrestin = selective activators of receptor GPR55 – imaging, U2OS cells, beta-arrestin-GFP redistribution, primary screen (AID 1961); U2OS GPR55 beta-arrestin-GFP redistribution imaging; higher % means a stronger effect; activation, % at 10 µM, or EC50 in µM where a hit was titrated; hit rate 0.048% among 290,000;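 active means activation above 40% with more than 50 cells counted in the well; inconclusive means wells holding fewer than 50 cells, flagged as toxic or sparse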;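 further: U2OS osteosarcoma cells stably expressing GPR55 and beta-arrestin-GFP; plate controls were DMSO negative control for no effect and LPI positive control for full effect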
LYP inhibition = PTPN22 lymphoid phosphatase activity blockers – biochemical, fluorescence intensity, uHTS (AID 1779); recombinant LYP phosphatase, fluorescence intensity; higher % means a stronger effect; inhibition, % at 11.5 µM; hits with a dose series show IC50 in µM; hit rate 0.054% among 290,000; in the data active means inhibition above about 50%;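 further: plate controls were vehicle with enzyme for no effect and no enzyme for full effect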
NTR1 ag = NTR1-driven beta-arrestin-GFP spot formation – imaging, U2OS cells, high content, primary screen (AID 493036) | P30989 | agonist mode | activation, % at 20 µM | hit rate 0.17% among 330,000;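 active means activation at or above 40% of the spot to cytoplasm intensity ratio, with at least 20 cells analyzed; inconclusive means wells under 20 cells, flagged as cytotoxic or low count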;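 further: 0% = DMSO without peptide and 100% = 100 nM NTR1 peptide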
Target sequence (P30989 whole entry, looked up): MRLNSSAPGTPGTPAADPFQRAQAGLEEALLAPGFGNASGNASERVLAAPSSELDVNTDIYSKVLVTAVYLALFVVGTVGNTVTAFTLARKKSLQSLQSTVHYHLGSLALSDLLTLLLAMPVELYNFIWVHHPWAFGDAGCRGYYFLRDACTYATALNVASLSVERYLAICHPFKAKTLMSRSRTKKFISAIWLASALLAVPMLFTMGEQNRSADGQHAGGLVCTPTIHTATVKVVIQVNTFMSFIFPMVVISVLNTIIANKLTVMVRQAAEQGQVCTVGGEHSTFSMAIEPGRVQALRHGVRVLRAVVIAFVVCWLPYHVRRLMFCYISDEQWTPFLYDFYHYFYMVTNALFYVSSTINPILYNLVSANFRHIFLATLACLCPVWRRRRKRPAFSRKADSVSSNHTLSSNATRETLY
MgcRacGAP inhibition = MgcRacGAP GTPase-activating activity inhibitors, confirmation, biochemical, ADP Hunter fluorescence. MgcRacGAP-stimulated Rac1 GTP hydrolysis, ADP Hunter fluorescence; higher % means a stronger effect; GST-tagged Rac1 F28L mutant substrate. one-dose inhibition, % at 30 µM; IC50 in µM for titrated hits. hit rate 0.6% among 340,000. AID 624330;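 active means first-screen hits whose inhibition reached a set limit at any dose in the follow-up dose series; inconclusive means inhibition above the set first-screen limit but never retested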;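 further: fluorescence reports GDP produced by GAP-driven GTP hydrolysis; strong numbers were not always called active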
T cell modulator = T cell immune modulation candidate | AID 2052 | calls only at 7 µM | hit rate 0.068% among 330,000 | 2C CD8+ T cell-vesicle binding, flow cytometry; stronger effect = lower value;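 active means response, share of CD8 T cells binding vesicles, and their 90th percentile fluorescence all below set limits, cut at about 80% in these data, passing the limit was not always enough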
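Assay system: 2C TCR transgenic mouse naive CD8+ T cells, MACS-purified | Read-out: CD8+ gate FL2 mean fluorescence as % of same-row positive control | Signal: High-throughput flow cytometry with anti-B7-1 and anti-CD8 staining | Timing: Binding step 1.5 h, 37 °C, antibody labelling 20 min, ice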
GPR35 arrestin U2OS = inhibition of zaprinast-stimulated GPR35 beta-arrestin translocation – imaging, U2OS, beta-arrestin-GFP, zaprinast agonist, primary screen (AID 2058); U2OS GPR35 beta-arrestin-GFP translocation imaging, zaprinast antagonism; higher % means a stronger effect; one-dose inhibition, % at 10 µM; IC50 in µM for titrated hits; hit rate 0.052% among 290,000;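 active means inhibition of at least 50% with at least 30 cells and total cytoplasm GFP at most 10,000,000; inconclusive means under 30 cells or total GFP of 10,000,000 plus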
Hep lipid drop = modulators of hepatic lipid droplet formation | inhibition, % at 6.5 µM | AML12 mouse hepatocytes, oleate lipid droplets, BODIPY imaging | hit rate 0.4% among 240,000;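 active means lipid droplet intensity inhibited by at least 50%, with more than 500 cells counted; inconclusive means wells with under 300 cells, treated as cytotoxic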
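Material: mouse AML12 hepatocyte cell line, fixed after treatment; Timing: compound with oleate, overnight; Technique: high-content imaging of BODIPY-stained droplets and DAPI nuclei; Probe or stimulus: oleate, 100 µM final; Dosing: compound at 6.5 µM only.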
Hep lipid drop cells 6.5 µM = recorded beside Hep lipid drop, whose call it bears; cell count; measured here: cell count, cytotoxicity flag;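 cells counted across two imaged fields per well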
T cell modulator vesicle-bound % = further read-out of T cell modulator, marked with its call; double positive events, %; measured here: CD8+ vesicle-bound cell fraction;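 binding gate set so that unloaded-vesicle control wells show 10% double positive cells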
NTR1 ag cell count 20 µM = also measured in NTR1 ag; calls as there; cell count; measured here: cell count, cytotoxicity flag
Active calls of the source: *; i = inactive; ? = inconclusive; nt = not tested or not shown.

SMILES	Large T inhibition	GPR55 antagonists	GPR55 beta-arrestin	LYP inhibition	NTR1 ag	NTR1 ag cell count 20 µM	MgcRacGAP inhibition	T cell modulator	T cell modulator vesicle-bound %	GPR35 arrestin U2OS	Hep lipid drop	Hep lipid drop cells 6.5 µM
Cc1ccc(CN(C(=O)c2ccco2)C(C(=O)NC2CCCC2)c2cccnc2)cc1 (centres undefined)	18%	28%	-0.1%	-11%	0.2	77	0%	i	43	-2%	12	649
CC(C)C(NS(=O)(=O)c1cccc2nsnc12)C(=O)NC1CCCCC1 (centres undefined)	8%	-12%	0.3%	-6%	-0.4	52	6%	i	32	7%	-1	683
CCCn1c(SCC(=O)c2cc(C)c(C)cc2C)n[nH]c1=O	9%	9%	0.3%	-7%	0.9	39	23%	i	38	-11%	-14	805
NC(=O)COC(=O)CNC(=O)c1ccc(Cl)cc1	5%	0%	0.1%	-9%	-0.1	108	5%	i	11	-1%	nt	nt
O=C(CNC(=O)c1cccs1)N/N=C/c1c(F)cccc1Cl	10%	12%	-0.2%	-7%	-0.1	72	5%	i	3	-6%	16	834
CCN(CC)c1ccc(C=C(c2nnnn2-c2ccc(C)cc2)c2nnnn2-c2ccc(C)cc2)cc1	5%	8%	-0.2%	-3%	-1.1	117	5%	i	42	-12%	-65	561
CCS(=O)(=O)C1=NN2C(=N)/C(=C\c3ccc(OC(=O)c4ccco4)c(OC)c3)C(=O)N=C2S1	48%	-7%	0.3%	6%	-1.1	62	30%	i	53	-15%	6	707
COc1ccc(C2N(c3cc(C)on3)C(=O)C3CCCN32)cc1OC (centres undefined)	6%	14%	-0.1%	1%	-0.7	69	4%	i	30	8%	nt	nt
C=CCOC(=O)C1=C(C)OC(N)=C(C#N)C1c1c(C)nn(-c2ccccc2)c1Cl (centres undefined)	6%	-2%	-0.3%	-4%	1.1	49	4%	i	47	-5%	nt	nt
CCOC(=O)C(NC(=O)c1ccccc1)(Nc1cc(C)on1)C(F)(F)F (centres undefined)	1%	-24%	0.5%	-2%	-1.1	96	4%	i	6	-14%	-40	630
COC(=O)C1C(=O)NC(SC)=C(C#N)C1c1ccccc1F (centres undefined)	10%	2%	0.0%	-6%	2.3	59	4%	i	14	3%	-4	722
Cc1ccccc1N1CCN(Cc2c(C#N)c3ccccc3n2C)CC1	8%	-8%	0.1%	2%	1.6	59	1%	i	8	-4%	nt	nt
COc1cc(C(Nc2ccc3c(c2)OCO3)C(=O)NC2CCCCC2)cc(OC)c1OC (centres undefined)	18%	3%	0.2%	-2%	-1.2	60	9%	i	30	7%	-9	756
Fc1ccccc1CNc1ncnc2sccc12	-1%	-2%	-0.2%	-4%	0.5	61	3%	i	32	-16%	-20	705
CCOc1ccc(NC(=O)CCN2C(=O)c3ccccc3C2=O)cc1	27%	0%	0.6%	-5%	0.5	54	4%	i	60	-8%	2	812
Cc1cc(Cl)c(S(=O)(=O)Nc2ccc(S(=O)(=O)N3CCOCC3)cc2)cc1OCC(N)=O	2%	1%	0.2%	-6%	0.4	29	-1%	i	37	10%	-8	671
O=C(Nc1ccc(Br)cc1)N1CCCCCC1	13%	0%	0.3%	-10%	0.0	53	6%	i	8	-15%	-8	782
NC(=O)c1nsc(C(=O)N(c2cccc(F)c2)C(C(=O)NCc2ccccc2)c2ccc(O)cc2)c1N (centres undefined)	0%	5%	-0.2%	-6%	5.6	40	5%	i	51	7%	-12	744
CCN1CCN(CCCNC(=O)c2ccc(NC(=O)C3=C(C)OCCS3)cc2)CC1	28%	9%	-0.1%	-2%	-0.4	55	13%	i	10	-1%	12	715
O=C(NCc1ccco1)C1Cc2cc(Cl)ccc2O1 (centres undefined)	5%	0%	0.0%	-7%	1.4	52	4%	i	32	3%	-14	739
CNC(=O)COC(=O)c1ccccc1Nc1ccccc1	5%	6%	-0.7%	-2%	2.7	78	-1%	i	24	-2%	7	689
COc1cccc(Cn2c(=O)sc3ccccc3c2=O)c1	-11%	-7%	0.1%	-2%	2.2	35	4%	i	59	-19%	-12	680
Cc1nnc(SCCn2c(N3CCCCCC3)nc3c2c(=O)[nH]c(=O)n3C)s1	5%	-6%	0.3%	-7%	-0.9	87	-4%	i	31	-4%	nt	nt
CCOC(=O)C1CSC(CC(=O)Nc2ccc(OC(F)(F)F)cc2)C(=O)N1 (centres undefined)	8%	2%	-0.2%	2%	0.5	57	7%	i	6	5%	-6	700
O=C(NCc1ccccc1)C1=C[C@@H](C2CCCCC2)C[C@@H](OCc2ccc(CO)cc2)O1	9%	3%	0.2%	9%	14	86	-3%	nt	nt	-5%	-3	730
Cc1c(NS(=O)(=O)c2cccs2)cccc1-c1nc2cccnc2s1	11%	4%	-0.3%	-6%	5.1	82	4%	i	32	1%	21	678
COc1ccccc1NS(=O)(=O)c1ccc(C)c(NC(=O)NC2CCCCC2)c1	12%	0%	0.0%	-6%	2.8	84	5%	i	43	-2%	2	392
Cc1ccc(-c2nc3ncccc3o2)cc1NC(=O)c1cc2ccccc2o1	9%	8%	0.3%	6%	3.6	59	10%	i	54	-1%	nt	nt
O=Cc1ccc(OC2OCCOC2Oc2ccc(C=O)cc2)cc1 (centres undefined)	9%	-4%	0.2%	-4%	0.5	47	9%	i	42	-6%	0	672
Cc1ccccc1NC(=O)COc1nsnc1N1CCOCC1	13%	6%	-0.1%	2%	-1.0	90	5%	i	41	8%	nt	nt
CCN(CC)c1ccc(C2C3CCCCC3(O)CCN2C(=O)c2cccs2)cc1 (centres undefined)	12%	2%	-0.3%	5%	0.1	59	3%	i	32	9%	1	713
CCC(C(=O)N1CCOCC1)n1nc(C)c2sc3ccccc3c2c1=O (centres undefined)	6%	8%	0.3%	-8%	-2.2	63	-13%	i	3	14%	-1	757
COc1ccc(CN(CCN2CCOCC2)C(=O)c2c(F)cccc2F)cc1OC	-3%	-3%	0.4%	-10%	2.7	83	1%	i	56	-8%	nt	nt
CN(N)C(=S)NCc1ccccc1	7%	2%	-0.1%	0%	-2.0	84	0%	i	20	1%	nt	nt
Cc1oc2c(CN(C)C)c(O)ccc2c(=O)c1-c1cscn1	-8%	17%	0.3%	-5%	0.9	56	8%	i	30	10%	nt	nt
O=C(c1ccccc1)N1CCCCC(S(=O)(=O)c2ccc3ccccc3c2)C1=O (centres undefined)	18%	6%	-0.4%	-1%	0.0	48	5%	i	62	-6%	12	639
O=C1NC(=O)/C(=C/c2ccc(O)cc2)S1	10µM*	12%	0.7%	0%	0.2	77	?	i	37	-18%	27	725
CCCCOCCCNCc1cccn1CCN1CCOCC1	9%	-8%	0.0%	-10%	1.7	61	19%	i	55	2%	-9	773
O=c1cc(CSc2nnc(C3CC3)n2Cc2ccccc2)nc2sccn12	7%	3%	-0.4%	-2%	1.2	47	-5%	i	28	-10%	6	667
CC(C)(C)NC(=O)/C=C/c1cccc(C(F)(F)F)c1	-6%	11%	0.1%	-8%	-0.6	78	6%	i	48	-3%	-10	712
CCOC(=O)c1c(C)[nH]c(C(=O)/C(C#N)=C/c2ccc(OC)c(OC)c2)c1C	-3%	5%	-0.6%	7%	0.9	80	2%	i	61	-9%	-5	534
COc1cc(C2/C(=C(\O)c3ccc4c(c3)CC(C)O4)C(=O)C(=O)N2CCCn2ccnc2)cc(OC)c1OC (centres undefined)	7%	9%	-0.2%	-7%	-0.8	56	1%	i	9	1%	5	697
CCOC(=O)c1cnc2c(C(F)(F)F)cccc2c1NCCCN1CCOCC1	3%	11%	-0.1%	-12%	1.7	61	4%	i	52	16%	0	798
c1ccc(-c2csc(-c3ccc(-c4csnn4)cc3)n2)cc1	14%	0%	-0.2%	3%	0.9	46	-4%	i	49	2%	15	713
O=S1(=O)CCOC[C@H](Cc2ccccc2)N1Cc1cccc(Cl)c1	7%	nt	nt	nt	-4.3	87	9%	i	20	nt	nt	nt
Cc1cccc(NC(=S)NNC(=O)c2csc3c2CCCC3)c1	12%	23%	-0.1%	-4%	0.2	45	10%	nt	nt	-4%	nt	nt
O=C(N/N=C/C=C\c1ccccc1[N+](=O)[O-])c1ccco1	2%	16%	0.2%	-1%	-0.1	38	3%	i	33	7%	4	694
CCCc1ncc(CN2CCC(C(=O)Nc3cccc(-c4cscn4)c3)CC2)cn1	7%	-10%	-0.2%	-7%	-1.4	69	13%	i	54	9%	-7	723
O=C(CSc1nnc(-c2ccccc2)n1Cc1ccco1)Nc1ccc(S(=O)(=O)N2CCCC2)cc1	10%	18%	0.0%	6%	1.4	50	3%	i	21	-8%	nt	nt
CC(C)c1onc(C(=O)NCc2ccc(F)cc2)c1[N+](=O)[O-]	4%	-5%	0.6%	-3%	0.5	94	8%	i	30	8%	-1	583
CC(=O)c1cccc(CN2CCc3ccc(NC(=O)C4CCCO4)cc3C2)c1 (centres undefined)	11%	14%	-0.1%	-11%	0.1	55	6%	i	69	-2%	5	783
CC(=O)N1CC2(CC(=O)OC(C)C)CN(C(C)=O)CC(CC(=O)OC(C)C)(C1)C2=O	1%	2%	-0.1%	-5%	nt	nt	12%	nt	nt	-4%	4	374
O=C(Nc1ccc(N2CCCCC2)c(Cl)c1)c1cccnc1	18%	4%	0.5%	-6%	-1.1	51	6%	i	53	-10%	nt	nt
COC(=O)c1ccc(C2c3c(oc4ccc(F)cc4c3=O)C(=O)N2CCO)cc1 (centres undefined)	4%	13%	-0.2%	-6%	-0.4	57	9%	i	39	16%	nt	nt
CS(=O)(=O)N1CCc2nc(-c3ccccc3)sc2C1	-4%	0%	0.2%	-3%	0.2	104	6%	i	45	8%	3	405
